Source: PubChem (National Center for Advancing Translational Sciences (NCATS))
HTT ATP protect = qHTS Multiplex Assay to Identify Dual Action Probes in a Cell Model of Huntington: Cytoprotection (ATP). PC12 HTT-Q103 induced, cytoprotection, ATP luminescence, 40 h. Potency, µM (series often up to 56.4 µM), without a hit: cytoprotection (ATP increase), actives largely listed as activators. 230,000 compounds, 0.14% hits;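 also: potency is read from the fitted curve at half-maximal effect; % of control where 0% means no effect; nearly all actives have a fitted effect of over 45% in size; toxic huntingtin expression switched on by the ecdysone agonist tebufenozide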
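PC12 cells with ecdysone-inducible HTT exon 1 Q103-GFP, induced with 100 nM tebufenozide and co-treated with library compounds in a dose series (1536-well, 1500 cells/well). Cytoprotection read as ATP content by ATPlite luminescence.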
HttQ103 aggreg = qHTS Multiplex Assay to Identify Dual Action Probes in a Cell Model of Huntington: Aggregate Formation (GFP); PC12 HttQ103-GFP aggregates, Acumen cytometry, 40 h; Potency, µM (highest dose often 46.1 µM), for the others: at the top dose activity change, negative = inhibition, hits mostly inhibitors; 220,000 compounds, 1.1% hits; also: potency is read from the fitted curve at half-maximal effect; % is scaled to controls: 0 for no effect and ±100 for the full control effect; nearly all actives have a fitted effect of over 60% in size
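Ecdysone-promoter PC12 model expressing HTT exon 1 Q103 fused to GFP, induced by tebufenozide at 100 nM final. Compounds titrated; aggregates sized 1–25 µm scored on a 488 nm laser cytometer.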
CBFb-RUNX1 inh = qHTS Assay for Compounds Blocking the Interaction Between CBF-beta and RUNX1 for the Treatment of Acute Myeloid Leukemia; Runt-related transcription factor 1 (Homo sapiens) + Core-binding factor subunit beta …; AlphaScreen CBFb-His/RUNX1-biotin binding, biochemical; Potency, µM (titrated, usually from 59.8 µM), for inactives: at the top dose activity, negative = inhibition, actives largely listed as inhibitors; 230,000 tested, under 10 active; AID 1477, 2009; also: % of control where 0% means no effect
Target sequence (Q01196 whole entry, looked up): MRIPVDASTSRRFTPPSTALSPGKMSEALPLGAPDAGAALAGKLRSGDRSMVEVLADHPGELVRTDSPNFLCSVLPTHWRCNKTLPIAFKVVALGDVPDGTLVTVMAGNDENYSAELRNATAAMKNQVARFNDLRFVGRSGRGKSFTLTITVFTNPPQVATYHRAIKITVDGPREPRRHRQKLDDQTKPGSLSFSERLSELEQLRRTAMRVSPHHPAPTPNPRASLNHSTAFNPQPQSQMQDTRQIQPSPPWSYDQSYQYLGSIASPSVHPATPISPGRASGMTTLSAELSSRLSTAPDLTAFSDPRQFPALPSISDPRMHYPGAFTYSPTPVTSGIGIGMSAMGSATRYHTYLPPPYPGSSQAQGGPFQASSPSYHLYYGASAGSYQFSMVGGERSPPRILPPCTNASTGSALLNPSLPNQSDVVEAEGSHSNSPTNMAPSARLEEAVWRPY
Target sequence (Q13951 whole entry, looked up): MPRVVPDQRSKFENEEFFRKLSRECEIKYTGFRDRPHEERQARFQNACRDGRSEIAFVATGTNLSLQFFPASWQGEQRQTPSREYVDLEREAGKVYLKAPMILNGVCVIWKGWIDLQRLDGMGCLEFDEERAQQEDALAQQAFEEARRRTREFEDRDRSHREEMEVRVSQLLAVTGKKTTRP
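AlphaScreen proximity signal reports loss of binding between His-tagged CBF-beta and biotin-labelled RUNX1, each at 30 nM. Proteins are pre-associated for 20 minutes, compounds added for 15 minutes, then beads for 90 minutes, all at ambient temperature.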
Luc counter = Counterscreen for Luciferase (Kinase-Glo TM) Inhibition; Luciferin 4-monooxygenase (Photuris pensylvanica), Q27757; 200,000 compounds, 0.28% hits; Kinase-Glo luciferase, ATP luminescence, 8 min; Potency, µM (top dose mostly 38.3 µM), inactives show at the top dose activity change, negative = inhibition, usual class: inhibitors; also: potency is read from the fitted curve at half-maximal effect; % is scaled to controls: 0 for no effect and ±100 for the full control effect; nearly all actives have a fitted effect of over 60% in size
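Light output from Kinase-Glo luciferase with luciferin and 10 uM ATP in 50 mM imidazole pH 7.2, KCl, MgCl2, Tween 20, BSA; compound pin-delivered, 8-min ambient incubation, then luminescence read.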
SMN2 splice up = qHTS Assay for Enhancers of SMN2 Splice Variant Expression | HEK293 SMN2-luciferase splicing reporter, luminescence, 30-36 h | Potency, µM (highest dose often 46.1 µM), for the others: top-dose activity change, positive = activation, actives largely listed as activators | 210,000 compounds, 2.8% hits; also: potency is read from the fitted curve at half-maximal effect; % of control where 0% means no effect; nearly all actives have a fitted effect of over 55% in size
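HEK293 cells carry an SMN2 minigene-luciferase reporter in which exon 7 inclusion puts luciferase in frame. Cells were seeded at 2000 cells/well, attached for 10-12 hours, then exposed to compounds for 30-36 hours at 37C before ONE-Glo luminescence.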
IMPase Li cell = qHTS Assay for Identifying the Cell-Membrane Permeable IMPase Inhibitors: Potentiation with Lithium. CHO-M1 cells, IP1 TR-FRET (IP-One), carbachol + lithium. Potency, µM (titrated, usually from 59.4 µM), for the others: at the top dose activity, negative = IMPase inhibition, most hits filed as inhibitors. 210,000 compounds, 0.35% hits;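 also: IP1 builds up when IMPase is blocked and the TR-FRET signal falls; potency is read from the fitted curve at half-maximal effect; plate controls were basal vehicle for no effect and high inhibitor control for full effect; nearly all actives have a fitted effect of over 50% in size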
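Test compounds were applied to CHO-M1 cells previously cultured for 16–30 h at 2000 per well. A small lithium amount accompanied them; after 30 min at 37C, IP1 was quantified by TR-FRET.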
Lamin A splicing = qHTS Assay for Modulators of Lamin A Splicing. Potency, µM (doses to about 46.1 µM), for the others: top-dose ratio change, negative = inhibition, hits mostly inhibitors. 200,000 compounds, 0.01% hits. HeLa LMNA splicing GFP/RFP minigene ratio, 48 h; active = well fitted inhibition curve with a large enough effect in the signal ratio, with a control signal flat, not every such curve was filed as active; inconclusive = small, poorly fitted or top-dose-only effect, or effect the other way, or a change in a side signal; the % refers to the signal ratio; also: potency is read from the fitted curve at half-maximal effect; % is scaled to controls: 0 for no effect and ±100 for the full control effect
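Read-out is the ratio of GFP to DsRed2 object intensity, acquired by 488 nm laser-scanning cytometry on HeLa lamin A-EGFP minigene reporter cells. Compound incubation 48 hrs at 37 °C in Opti-MEM with 2% FBS; DMSO 0.5% final.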
Starred values were filed as active, the others as inactive; ? = inconclusive; . = no result given; [ ] = remark or other dose. Unless noted, calls follow the shape of the dose curve; as a rule, active = well fitted curve in the direction sought with a large enough effect; inconclusive = small, poorly fitted or top-dose-only effect, or another doubt; inactive = no such curve, though single readings can be large; an effect the other way counts as inactive or inconclusive. Outcome played no part in choosing rows; overall some 4% were active at least once.

SMILES	HTT ATP protect	HttQ103 aggreg	CBFb-RUNX1 inh	Luc counter	SMN2 splice up	IMPase Li cell	Lamin A splicing
COc1ccc(OCCn2cnc(Cl)c2Cl)cc1	-10%[10 µM]	-9%[9.22 µM]	2%	.	.	.	.
OCc1ncc(-c2ccccc2)s1	-5%[10 µM]	-11%[9.22 µM]	10%	.	.	.	.
O=C(O)Cn1nc(C(F)(F)F)c2c1CCCCC2	-9%	7%	16%	.	.	.	?
Cc1ccc(C)c(C(=O)COC(=O)c2ccccc2N2C(=O)C3C4CCC(C4)C3C2=O)c1 (stereo not given)	-41%[inhibitor]	-30%	0%	0%	-7%	17%[38.3 µM]	9%
COc1ccc(CC2(CO)CCN(CC3=CC[C@H]4C[C@@H]3C4(C)C)CC2)cc1	23%[10 µM]	8%[9.22 µM]	4%	1%	.	24%	9%[46 µM]
Cc1cccc(OCC(=O)Nc2cc(C)ccc2O)c1	8%	?	-2%	3%	28%	18%[38.3 µM]	-12%
CCCN1C2CCCC1CC(NC(=O)c1ccccc1F)C2 (stereo not given)	2%[10 µM]	0%	21%	-1%	7%	32%[38.3 µM]	-2%
CCCN(CC(=O)Nc1ccc(C(N)=O)cc1)CC(=O)Nc1ccc(Cl)cc1Cl	-4%[10 µM]	2%	3%	2%	10%	12%	-5%
Cc1cccc(-c2n[nH]c(=S)n2/N=C/c2ccc(C)s2)c1	.	-4%	-9%	1%	23%	0%	1%
CCOC(=O)c1sc2nc(SCC#N)n(CC3CCCO3)c(=O)c2c1C (stereo not given)	3%	-11%	11%	0%	-46%[inhibitor]	40%[activator][38.3 µM]	13%
O=C(COc1ccc(Cl)cc1)NNC(=O)c1cccnc1	1%[10 µM]	8%[9.22 µM]	5%	2%	-13%	-11%	.
O=C(Nc1ccc(Cl)cn1)c1cccc(F)c1	-24%	-8%	5%	-29%	16µM*	0%[38.3 µM]	-10%
Cc1c(NC(=O)C23CC4CC(CC(C)(C4)C2)C3)c(=O)n(-c2ccccc2)n1C	-31%	-7%	0%	-3%	-17%	-7%[38.3 µM]	7%
CN(C(=S)NC(=O)c1ccccc1Br)C1CCCCC1	-16%	26%	0%	1%	7%	3%[38.3 µM]	6%[0.0737 µM]
COCCn1c(-c2cc(OC)c(OC)c(OC)c2)nc2oc3cc(OC)ccc3c(=O)c2c1=O	-4%[10 µM]	18%[9.22 µM]	7%	.	.	.	.
COc1ccccc1N1CCN(CCOc2c(OC)cccc2OC)CC1	-31%	-13%	-5%	1%	3%	-8%[38.3 µM]	-21%
O=C(O)c1ccc(-n2cccn2)c([N+](=O)[O-])c1	-71%[inhibitor]	16%	7%	4%	0%	-4%	4%[46 µM]
CCOC(=O)C1(Cc2cccc(F)c2)CCN(Cc2cnc(C)s2)CC1	-10%	1%	9%	2%	.	0%	.
CNCC(=O)Nc1ccc(Cl)c(C(F)(F)F)c1	-21%	-26%	-5%	1%	-12%	1%	.
COc1ccc(C2CC(c3ccccc3OC(=O)/C=C/c3ccccc3)=NN2C(C)=O)cc1 (stereo not given)	-1%[10 µM]	-8%[9.22 µM]	-10%	.	.	.	.
COc1ccc(-c2nc(/C=C3\C(C)=Nc4ccccc43)c(O)o2)cc1	-39%[inhibitor]	24%	-16%	1%	-2%	15%	?
N/C(Cc1ccc([N+](=O)[O-])cc1)=N\OC(=O)Cc1ccc(Cl)cc1	14%[10 µM]	13%	-2%	.	.	.	-4%
CCOC(=O)C1(Cc2ccccc2)CCN(Cc2ccc(COC)o2)CC1	-4%	?	14%	2%	.	11%	.
COc1ccc(CNC(=O)CN(C)S(=O)(=O)c2ccccc2)cc1	.	-2%	3%	1%	0%	3%	-8%[46 µM]
CCSC1=N/C(=C\c2ccc3c(c2)OCO3)C(=O)S1	-10%	-9%	5%	5%	.	21%	-8%
CCOC(=O)Cc1csc(NC(=O)CSc2nnc(C(C)C)n2C)n1	9%	13%	6%	-3%	-1%	-6%[38.3 µM]	2%
CCCCCn1c(=O)[nH]c2cc(C(=O)N3CCN(Cc4ccc5c(c4)OCO5)CC3)ccc2c1=O	-14%	8.9µM*	-3%	-3%	-89%[inhibitor]	33%[38.3 µM]	?
CC(C)Oc1ccc(N2CC(C(=O)Nc3ccccn3)CC2=O)cc1 (stereo not given)	16%[10 µM]	-10%[9.22 µM]	2%	0%	.	6%	2%[46 µM]
Cc1cc(=O)c2c(C)nn(-c3ccccc3)c2[nH]1	15%[10 µM]	-20%	6%	0%	21%	-4%	-1%
O=c1cc(-c2ccccc2)nc(SCc2ccc(Cl)cc2)[nH]1	-16%	14%	11%	-4%	-2%	-16%[38.3 µM]	13%
Cc1cc(C)c(-n2nnnc2SCC(=O)c2cc3ccccc3o2)c(C)c1	12%[10 µM]	-6%[9.22 µM]	-6%	.	.	.	.
COC(=O)[C@H](C)NC(=O)Nc1ccc(OC(F)(F)F)cc1	17%	16%[9.22 µM]	0%	1%	-5%	4%[38.3 µM]	4%
c1ccc(Cn2nnnc2C(c2cccs2)N2CCSCC2)cc1 (stereo not given)	8%[10 µM]	0%	0%	1%	-9%	10%	-5%
O=C(NO)c1ccc(C(=O)N(C2CCCCC2)C2CCCCC2)cc1	8%	-29%	2%	-1%	10%	-2%[38.3 µM]	?
CC(=O)N1CCC(N2CCN(Cc3ccc(C)cc3)C(CCO)C2)CC1 (stereo not given)	.	.	2%	-2%	-5%	0%	?
CCCn1c(CCC(=O)O)nc2cc(S(=O)(=O)N(CC)CC)ccc21	0%[10 µM]	24%[9.22 µM]	11%	.	.	.	.

Eleven entries from above, bar-delimited:
Molecule | HTT ATP protect | HttQ103 aggreg | CBFb-RUNX1 inh | Luc counter | SMN2 splice up | IMPase Li cell | Lamin A splicing
CCOC(=O)Cc1csc(NC(=O)CSc2nnc(C(C)C)n2C)n1 | 9% | 13% | 6% | -3% | -1% | -6%[38.3 µM] | 2%
CCCCCn1c(=O)[nH]c2cc(C(=O)N3CCN(Cc4ccc5c(c4)OCO5)CC3)ccc2c1=O | -14% | 8.9µM* | -3% | -3% | -89%[inhibitor] | 33%[38.3 µM] | ?
CC(C)Oc1ccc(N2CC(C(=O)Nc3ccccn3)CC2=O)cc1 (stereo not given) | 16%[10 µM] | -10%[9.22 µM] | 2% | 0% | . | 6% | 2%[46 µM]
Cc1cc(=O)c2c(C)nn(-c3ccccc3)c2[nH]1 | 15%[10 µM] | -20% | 6% | 0% | 21% | -4% | -1%
O=c1cc(-c2ccccc2)nc(SCc2ccc(Cl)cc2)[nH]1 | -16% | 14% | 11% | -4% | -2% | -16%[38.3 µM] | 13%
Cc1cc(C)c(-n2nnnc2SCC(=O)c2cc3ccccc3o2)c(C)c1 | 12%[10 µM] | -6%[9.22 µM] | -6% | . | . | . | .
COC(=O)[C@H](C)NC(=O)Nc1ccc(OC(F)(F)F)cc1 | 17% | 16%[9.22 µM] | 0% | 1% | -5% | 4%[38.3 µM] | 4%
c1ccc(Cn2nnnc2C(c2cccs2)N2CCSCC2)cc1 (stereo not given) | 8%[10 µM] | 0% | 0% | 1% | -9% | 10% | -5%
O=C(NO)c1ccc(C(=O)N(C2CCCCC2)C2CCCCC2)cc1 | 8% | -29% | 2% | -1% | 10% | -2%[38.3 µM] | ?
CC(=O)N1CCC(N2CCN(Cc3ccc(C)cc3)C(CCO)C2)CC1 (stereo not given) | . | . | 2% | -2% | -5% | 0% | ?
CCCn1c(CCC(=O)O)nc2cc(S(=O)(=O)N(CC)CC)ccc21 | 0%[10 µM] | 24%[9.22 µM] | 11% | . | . | . | .

(next part)
SMILES	HTT ATP protect	HttQ103 aggreg	CBFb-RUNX1 inh	Luc counter	SMN2 splice up	IMPase Li cell	Lamin A splicing
O=S(=O)(NCCNS(=O)(=O)c1cccs1)c1cccs1	4%	-3%	0%	-1%	-10%	-8%[38.3 µM]	-2%
O=c1nc(N2CCOCC2)nc(N/N=C/c2ccc3c(c2)OCO3)[nH]1	14%[10 µM]	6%[9.22 µM]	5%	.	.	3%	.
CC(C)Oc1ccc(CCc2nnc(SCC(=O)O)n2-c2ccccc2)cc1	.	23%	17%	2%	13%	4%	.
COc1cccc(N2CCN(S(=O)(=O)c3cccc4nsnc34)CC2)c1	-30%	-14%	-13%	0%	-34%[inhibitor]	5%	.
O=C(O)c1cc(N2C(=O)C3C4C=CC(C4)C3C2=O)ccc1NCc1cccnc1 (stereo not given)	10%	9%[9.22 µM]	1%	2%	-9%	-15%[38.3 µM]	7%
COc1ccc(CNc2nc(-c3ccccc3CN(C)C)nc3ccccc23)c(OC)c1	-63%[inhibitor]	.	.	-1%	-39%[inhibitor]	16%	?
O=C1c2cccc3cc([N+](=O)[O-])cc(c23)C(=O)N1CCN1CCCC1	-89%[inhibitor][10 µM]	?	5%	.	.	.	.
Cc1ccc(OCC(O)Cn2c3ccccc3c3ccccc32)cc1 (stereo not given)	-8%	-23%	10%	-1%	-16%	17%[38.3 µM]	?
COc1ccc(CCN2C(=O)C3C4CC(C5C(C(N)=O)=NOC45)C3C2=O)cc1OC (stereo not given)	3%	-3%	-6%	-1%	-1%	19%[38.3 µM]	4%
COc1ccc(CC2(CO)CCN(S(=O)(=O)c3c(C)nn(C)c3Cl)CC2)cc1	0%[10 µM]	22%[9.22 µM]	9%	3%	.	12%	.
CCOC(=O)c1c(CSc2ccccc2)n(C)c2cc(Br)c(O)c(CN(C)C)c12	-14%[10 µM]	-9%[9.22 µM]	-11%	.	.	.	.
CN1c2ccsc2C(O)=C(C(=S)Nc2ccc(F)c(Cl)c2)S1(=O)=O	-44%[inhibitor]	-2%	-25%	3%	-43%[inhibitor]	32%[38.3 µM]	?
CN(C)CC1CCCCC1OC(=O)c1ccc(Cl)cc1 (stereo not given)	-16%[10 µM]	4%	-7%	2%	4%	-5%	-8%
